# UGM FP inh: Mtb UDP-galactopyranose mutase inhibition. purified UGM, fluorescence polarization probe displacement. inhibition, % at 10 µM. AID 504406. 320,000 compounds, 0.06% hits; in the data active means inhibition above about 10%, passing the limit was not always enough; inconclusive means no clear call, values can overlap the other calls
# Target sequence (P9WIQ1 whole entry, looked up): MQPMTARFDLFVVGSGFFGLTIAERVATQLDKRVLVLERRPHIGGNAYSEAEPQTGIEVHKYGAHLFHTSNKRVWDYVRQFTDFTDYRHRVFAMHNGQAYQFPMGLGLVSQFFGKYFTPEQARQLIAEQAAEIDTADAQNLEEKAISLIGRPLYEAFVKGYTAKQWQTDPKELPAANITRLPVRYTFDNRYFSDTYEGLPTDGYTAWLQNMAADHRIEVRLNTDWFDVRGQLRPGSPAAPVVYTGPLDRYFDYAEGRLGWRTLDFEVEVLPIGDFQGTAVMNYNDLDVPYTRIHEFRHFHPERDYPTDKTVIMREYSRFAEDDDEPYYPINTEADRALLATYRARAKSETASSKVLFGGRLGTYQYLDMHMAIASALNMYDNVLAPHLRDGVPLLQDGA
# GDH-TPI counter: counter-screen for M. tuberculosis FBA inhibitors: GDH-TPI coupled enzymes; 360,000 compounds, 1.2% hits; AID 588335; inhibition, % at 4.8 µM; GDH-TPI coupled enzyme counterscreen, NADH absorbance; in the data active means inhibition above about 30%;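 further: 0% = DMSO wells and 100% = wells lacking the enzyme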
# BoNT A protease: BoNT A light chain protease inhibition; inhibition, % at 10 µM; AID 588499; multiplex microsphere protease substrate cleavage, flow cytometry; 360,000 compounds, 0.17% hits; further: plate controls were buffer without enzyme for full effect and enzyme alone for no effect
# BioA inh: BioA (M. tuberculosis) enzyme inhibition; purified M. tuberculosis BioA enzyme, plate reader; inhibition, % at 9.99 µM; 360,000 compounds, 0.096% hits; in the data active means inhibition above about 40%; inconclusive means no clear call, values can overlap the other calls
# PfHsp40 rescue: restores yeast growth despite PfHsp40 toxicity. S. cerevisiae expressing PfHsp40, growth rescue, ATP luminescence. growth rescue, % at 12.5 µM. 340,000 compounds, 0.68% hits. AID 504582; in the data active means growth rescue above about 28%, passing the limit was not always enough; inconclusive means no clear call, values can overlap the other calls;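 further: yeast W303a lacking pdr1 and pdr3 grown in galactose medium; growth measured after three days at 30 °C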
# BoNT-F LC inh: BoNT F light chain protease inhibition; Multiplex microsphere protease cleavage assay, flow cytometry; 360,000 compounds, 0.22% hits; AID 588497; inhibition, % at 10 µM; in the data active means inhibition above about 35%, passing the limit was not always enough; inconclusive means no clear call, values can overlap the other calls; further: plate controls were buffer without enzyme for full effect and enzyme alone for no effect
# FBA Mtb inh: inhibitors of M. tuberculosis fructose-bisphosphate aldolase; P9WQA3; purified M. tuberculosis FBA, fluorescence read-out; inhibition, % at 1 µM; 360,000 compounds, 2.3% hits; in the data active means inhibition above about 27%;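 further: 0% = vehicle and 100% = reference inhibitor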
# Target sequence (P9WQA3 whole entry, looked up): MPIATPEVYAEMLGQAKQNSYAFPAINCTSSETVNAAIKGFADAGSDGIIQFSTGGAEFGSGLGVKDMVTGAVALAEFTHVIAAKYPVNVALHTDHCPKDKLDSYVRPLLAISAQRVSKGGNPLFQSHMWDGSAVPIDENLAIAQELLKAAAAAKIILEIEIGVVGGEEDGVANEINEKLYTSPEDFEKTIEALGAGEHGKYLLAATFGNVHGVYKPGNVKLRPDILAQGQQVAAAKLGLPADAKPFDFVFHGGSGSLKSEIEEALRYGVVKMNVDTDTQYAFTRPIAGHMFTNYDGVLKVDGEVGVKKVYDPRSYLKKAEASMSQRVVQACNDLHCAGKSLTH
# FadD28 FP inh: blocks FadD28 binding to the bisubstrate probe; inhibition, % at 12.5 µM; 360,000 compounds, 0.22% hits; fluorescence polarization; in the data active means inhibition above about 8.5%, passing the limit was not always enough; inconclusive means no clear call, values can overlap the other calls
# Anthrax LF inh2: inhibitors of Bacillus anthracis lethal factor protease; inhibition, % at 10 µM; 360,000 compounds, 0.12% hits; multiplex microsphere protease cleavage assay, LF; further: plate controls were buffer without enzyme for full effect and enzyme alone for no effect
# Numbers without * were called inactive; ? = inconclusive; / = not tested or not shown; + = active, no number; & = joins results of further samples. Unless noted, no stated cut-off is given here; in the data, active means inhibition above about 30%; inconclusive means no clear call, values can overlap the other calls; inactive means below that.
# Every second line gives: UGM FP inh	GDH-TPI counter	BoNT A protease	BioA inh	PfHsp40 rescue	BoNT-F LC inh	FBA Mtb inh	FadD28 FP inh	Anthrax LF inh2
CC(=O)C1=CCC(c2ccco2)N(S(=O)(=O)c2ccc(C)cc2)C1 (configuration not stated)
    /	/	0.5	-1.3	/	-5.4	2.4	-4.1	-3.7
COc1ccccc1CNC(=O)/C=C/c1ccc(S(=O)(=O)N2CCOCC2)cc1
    -2.8	-4.8	0.3	/	0.9	-4.8	3.5	-0.7	2.3
CC(=O)N(C)N(C)c1cc(C)nc(N)n1
    -0.9	2.4	?	/	1.1	?	2.0	-2.4	-5.6
COC(=O)c1nnn(CC(=O)Nc2cccc(OC)c2)c1C(=O)OC
    -0.7	0.0	0.1	0.5	80.0*	15.2	5.3	1.5	-3.0
COc1cccc(NC(=O)CN(C)C(=O)c2ccc(OCc3ccccc3)c(OC)c2)c1
    -1.1	5.5	1.8	-4.7	-1.2	20.8	3.6	-0.7	1.9
Cc1ccc2[nH]cc(C(=O)CCl)c2c1
    0.2	2.1	0.9	/	1.6	-15.6	-2.1	-0.1	2.9
CCCCc1ccc(S(=O)(=O)NC(=O)C2(C)CCN2C(=O)C/C=C/c2ccccc2)cc1 (configuration not stated)
    /	6.2	-0.1	2.1	/	-11.9	-0.7	-1.9	-8.8
COc1ccccc1C(=O)CN1C(=O)NC2(CCCc3ccccc32)C1=O (configuration not stated)
    4.6	15.1	1.1	/	-0.3	6.1	4.3	-0.4	0.2
O=C(CN1CCCCCC1)Nc1cccc2c1OCO2
    -2.2	-4.6	-0.5	0.4	-0.5	-6.2	2.8	0.0	2.1
O=S(=O)(NCCC1CC1(Cl)Cl)c1ccccc1 (configuration not stated)
    2.4	-8.7	?	/	2.6	?	0.4	-4.0	-4.9
Cc1ccc(-c2n[nH]c(=S)n2/N=C/c2cccs2)cc1
    2.2	7.0	0.5	-1.0	3.5	-0.4	-0.9	-3.9	-0.6
Cc1cccc(C)c1NC(=O)C(c1ccc(Cl)cc1Cl)N1CCCCC1 (configuration not stated)
    1.0	8.7	-0.1	0.0	0.0	-4.9	1.1	-1.4	-0.1
COc1ccc(Cl)cc1N1C(=O)CC(Sc2ccccc2N)C1=O (configuration not stated)
    -0.4	-9.2	-4.9	1.0	0.7	17.4	2.1	-1.8	13.5
O=C(CCCOc1ccccc1)N1CCN(S(=O)(=O)c2cccc(F)c2)CC1
    1.5	-1.4	-12.7	-1.6	0.6	-25.7	-0.3	0.5	?
CCc1cc(=O)oc2cc(OCC(=O)OC)c(Cl)cc12
    -1.5	3.9	?	1.4	0.8	-0.1	7.5	0.6	-0.8

# Reprinted from the results shown for reference:
# Every second line gives: UGM FP inh	GDH-TPI counter	BoNT A protease	BioA inh	PfHsp40 rescue	BoNT-F LC inh	FBA Mtb inh	FadD28 FP inh	Anthrax LF inh2
O=C(CCCOc1ccccc1)N1CCN(S(=O)(=O)c2cccc(F)c2)CC1
    1.5	-1.4	-12.7	-1.6	0.6	-25.7	-0.3	0.5	?
CCc1cc(=O)oc2cc(OCC(=O)OC)c(Cl)cc12
    -1.5	3.9	?	1.4	0.8	-0.1	7.5	0.6	-0.8

# (next part)
# Every second line gives: UGM FP inh	GDH-TPI counter	BoNT A protease	BioA inh	PfHsp40 rescue	BoNT-F LC inh	FBA Mtb inh	FadD28 FP inh	Anthrax LF inh2
COc1ccc(OC)c(NC(=O)Nc2ccc3[nH]ccc3c2)c1
    -0.4	7.6	-0.1	-0.1	/	?	2.2	-1.6	4.2
CCCCn1c(N)c(N(CC(C)C)C(=O)CN(C)S(=O)(=O)c2ccc(NC(C)=O)cc2)c(=O)[nH]c1=O
    -1.0	2.1	1.0	-0.7	-0.4	-6.3	-1.4	-2.6	1.9
COC(=O)c1ccc(CN2CCSC2=N)cc1
    0.8	-0.5	0.0	-0.8	0.6	-1.9	-1.7	-2.9	-1.9
CN(Cc1ccc2nonc2c1)Cc1nc(CC2CC2)no1
    2.3	-9.3	0.0	/	0.0	-4.5	1.9	-1.5	-1.6
CC1CCCC(NC(=O)c2cccc(S(=O)(=O)N3CCN(c4ccccc4)CC3)c2)C1C (configuration not stated)
    4.0	8.7	-2.3	-1.2	-0.6	-7.2	-0.7	-0.7	-3.8
Cc1ccc(NC(=O)CSc2nnc(Cc3ccccc3)c(=O)[nH]2)c(C)c1
    -1.5	15.5	4.1	-2.1	0.2	-0.1	3.0	-1.7	6.0
Cc1cc(NC(=O)C(C)SCC(=O)Nc2ccccc2OC(F)F)no1 (configuration not stated)
    2.3	5.0	-1.8	-0.4	-0.7	-0.1	1.2	-1.6	1.5
Cc1nc2ccccc2c(=O)n1-c1ccc(Cl)c(Cl)c1
    -0.2	-11.4	-1.1	11.9	-0.2	2.1	-1.8	-4.4	-4.2
COc1ccccc1NC(=O)Nc1ccc(NC(=O)c2ccccc2O)cc1
    2.4	4.0	-1.7	0.0	-1.5	-6.0	6.6	-0.1	1.9
CC(OC(=O)CNC(=O)c1ccc(Cl)c(Cl)c1)C(=O)N1CCOCC1 (configuration not stated)
    0.5	-1.4	-0.2	/	-1.3	-3.1	-1.8	-4.2	-3.5
Cc1cccc(CCNCc2cc3ccc(C)cc3[nH]c2=O)c1
    2.4	12.8	1.9	-2.9	-0.3	-22.4	6.3	-0.3	-6.3
COc1ccc(/C=C/C(=O)NC2CCN(Cc3ccccc3)CC2)cc1OC
    0.6	11.1	-1.5	-1.9	-0.8	-35.3	6.0	-1.2	-4.4
CCCc1cc(C(=O)NCc2ccco2)no1
    -0.2	5.3	-0.9	-1.4	0.8	-11.2	-2.6	-1.7	-6.1
COC(=O)/C(=C/c1ccc(OC)cc1)NC(=O)c1ccco1
    0.3	7.0	-0.1	-0.9	-1.7	1.5	0.7	1.3	-2.5
Fc1cccc(Cl)c1CSc1nnc(CN2CCOCC2)n1-c1ccccc1
    1.2	-3.1	0.4	1.7	1.6	6.5	-2.9	-3.9	1.5
Cc1nn(CC(=O)OCC(=O)NCCc2ccc(S(N)(=O)=O)cc2)c(C)c1[N+](=O)[O-]
    0.2	-10.5	-1.1	4.9	-1.0	-15.9	3.5	-1.4	-8.5
CCN(CC(=O)Nc1c(F)cccc1F)C(=O)CSCc1c(C)noc1C
    -0.7	3.6	-7.2	/	-1.5	5.1	-1.6	-4.3	7.7
COc1ccc(CNC(=O)c2cnc(C)cn2)cc1
    -0.5	0.6	0.5	/	0.2	-6.9	4.0	1.3	-2.5
CCCOC(=O)c1ccc(NC(=O)C2C3CCC(C3)C2C(=O)O)cc1 (configuration not stated)
    -0.7	-3.3	-1.0	/	-2.0	-3.1	-0.8	-1.1	-1.3
O=C1CSC(c2cccnc2)N1Cc1cccnc1 (configuration not stated)
    1.8	17.6	-0.6	-0.7	1.7	-9.4	0.3	-2.7	2.1
CCC(=O)Nc1nc2ccc([N+](=O)[O-])cc2s1
    -2.0	31.0*	/	/	0.9	/	3.0	-1.4	/
C[C@H](CO)N1C[C@H](C)[C@@H](CN(C)C(=O)Nc2ccc(F)cc2)OCc2cnnn2CCCC1=O
    /	9.3	0.0	0.5&1.6	/	-2.2	2.8	-2.1	-3.9
C[C@@H]1CN([C@H](C)CO)C(=O)c2cc(NC(=O)NC3CCCCC3)ccc2O[C@H]1CN(C)S(C)(=O)=O
    0.9	-1.4	-0.4	-1.6&-1.5	-0.4	2.8	1.7	0.8	0.3
Cc1c(N2C(=O)C(=O)/C(=C(/O)c3ccc(Cl)cc3)C2c2ccccc2)c(=O)n(-c2ccccc2)n1C (configuration not stated)
    -1.8	22.1	-0.4	/	-2.2	-2.4	0.1	-0.1	0.1
COc1cccc(/C=C/c2nc(C#N)c(NCC(C)C)o2)c1
    -2.8	26.9	/	1.9	0.6	/	+	-1.3	/
O=C(c1ccccc1)c1ccc(OCCn2cnc3ccccc3c2=O)cc1
    -1.5	-2.6	0.4	-0.2	-0.8	21.7	2.9	-0.2	2.0
CCOC(=O)N1CCN(c2cc(=O)n(-c3ccc(Br)cc3)c(=O)[nH]2)CC1
    -2.5	0.5	0.0	-0.4	0.0	3.0	-0.5	-0.9	-0.8
CCOC(=O)c1ccc(NC(=O)Cn2c(=O)oc3ccccc32)cc1
    1.4	3.5	-2.6	-0.1	-1.4	12.5	0.4	-1.8	-13.8
O=C(CSc1nc2ccccc2c(=O)n1-c1ccccc1)N/N=C/C=C/c1ccccc1[N+](=O)[O-]
    -3.5	8.7	0.2	/	-0.4	2.2	-0.8	-3.3	0.1
COc1cccc(C(=O)NNC(=O)C(=O)Nc2cccc3ccccc23)c1
    3.6	12.1	0.0	0.1	-1.9	-5.8	4.2	-0.4	1.6
CC(=O)Nc1ccc(C(=O)OCC(=O)N2CCC(Cc3ccccc3)CC2)cc1
    -5.9	-3.5	0.1	1.6	0.5	-1.5	-0.1	-2.2	-2.5
Clc1ccc(/C(Cc2nc3ccccc3[nH]2)=N\Nc2ccccc2)cc1
    2.0	15.5	-0.5	/	3.8	-9.4	6.3	0.5	-2.3
COc1ccc(C(C)(NC(C)=O)c2nc(-c3cccc(C#N)c3)cs2)cc1 (configuration not stated)
    /	7.1	0.1	2.1	/	2.5	3.7	-2.1	-2.9
Cc1ccc(Nc2cc(C)nc(N3CCOCC3)n2)cc1
    0.6	0.0	0.7	-3.2	13.3	6.2	6.2	-0.9	1.6
COc1ccc(CN2CCC(C(=O)Nc3ccc(Oc4cccnc4)cc3)CC2)cc1
    3.8	10.3	-1.0	-0.4	0.2	-4.0	0.3	15.7*	-2.8
O=C(O)C1CN(C(=O)c2cccc(Br)c2)C1
    -1.1	-5.7	-0.6	/	-1.9	-0.9	2.5	-2.2	-10.4
O=C(Nc1cc(Cl)cc(Cl)c1)N1CCCC1
    -0.6	5.0	-2.0	-0.4	-0.5	-4.2	1.0	-7.9	-11.2
Cc1ccc([N+](=O)[O-])cc1N=Nc1c(C)[nH]n(C(N)=S)c1=O
    2.4	-3.3	-1.2	0.1	-1.0	-1.7	-0.6	-1.5	0.1
Cc1ccccc1C(=O)Oc1cc(N)n(S(C)(=O)=O)n1
    0.6	-3.5	-0.8	/	-0.9	-5.3	2.2	-3.3	-0.2
COc1ccc(CCNC(=S)NC(=O)c2cccc(Cl)c2)cc1OC
    3.8	-1.5	1.0	0.0	/	6.7	1.6	-3.5	?
CCCn1nnc2sc3c(c2c1=O)CCC(C)C3 (configuration not stated)
    0.5	4.4	0.3	1.0	-1.7	-1.8	-0.3	-0.7	-0.9
Cn1c(=O)c(Nc2ccc(O)cc2)c2c3c(cccc31)C(=O)c1ccccc1-2
    2.4	14.0	1.5	/	-0.5	2.7	-5.3	-0.7	-4.8
CC(C)(C)C(=O)N1CCC[C@H]1C(O)(c1ccccc1)c1ccccc1
    -1.5	8.0	3.5	1.0	0.2	19.0	1.1	1.3	-3.0
CC(=O)c1c(C)[nH]c(C(=O)NNC(=O)COc2ccc(Cl)cc2C)c1C
    2.0	0.3	-1.6	1.7	0.0	-13.2	0.2	-0.2	-9.2
CC1Cc2ccccc2N1C(=O)COC(=O)Cn1nnc(-c2ccccc2)n1 (configuration not stated)
    0.9	-1.9	-0.3	0.3	-1.4	-13.8	2.1	-0.8	0.9
Cc1csc(-c2ccc3cc(Cl)cc(Cl)c3n2)n1
    /	/	1.3	-1.3	/	-9.6	15.0	0.6	5.0
O=S(=O)(/N=C(/NC(=S)Nc1ccccc1)c1ccccc1)c1ccc(Cl)cc1
    -0.6	5.3	-2.5	-1.1	-1.1	0.1	3.9	0.9	-4.8
CCOc1ncccc1C(=O)OCC(=O)Nc1cccc(C(C)=O)c1
    0.5	-4.6	-0.4	8.3	-0.2	-8.8	-1.0	-3.5	-2.1
CC(C)(C)c1cc(/C=N/NC(=O)Cc2nc3ccccc3[nH]2)cc(C(C)(C)C)c1O
    -2.3	14.3	-0.7	-2.9	0.6	-2.1	9.7	-0.8	-5.0

# Source: PubChem (several laboratories)
